# RAD52 anneal inh = RAD52 (human) annealing inhibition. inhibition, % at 18.7 µM. P43351. actives 0.46% (n = 360,000). recombinant RAD52 DNA annealing, FRET fluorescence;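 active = every replicate showing at least 50% inhibition; inconclusive = mean inhibition at least 50% but not in every replicate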
# Target sequence (P43351 whole entry, looked up): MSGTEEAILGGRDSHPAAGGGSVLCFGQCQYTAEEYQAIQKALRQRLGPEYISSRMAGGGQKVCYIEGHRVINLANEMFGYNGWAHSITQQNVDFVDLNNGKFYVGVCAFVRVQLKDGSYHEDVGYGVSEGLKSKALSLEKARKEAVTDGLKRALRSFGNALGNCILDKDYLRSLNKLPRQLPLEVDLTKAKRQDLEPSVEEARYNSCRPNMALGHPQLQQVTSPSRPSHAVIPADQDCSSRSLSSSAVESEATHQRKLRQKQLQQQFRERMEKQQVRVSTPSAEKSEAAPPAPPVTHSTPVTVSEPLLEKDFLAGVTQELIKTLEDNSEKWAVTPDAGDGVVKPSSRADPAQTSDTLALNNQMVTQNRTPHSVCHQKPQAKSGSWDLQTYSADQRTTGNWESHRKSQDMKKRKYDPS
# RAD54 inh = inhibitors of human RAD54 branch migration | Q92698 | RAD54 Holliday junction branch migration, FAM/BHQ fluorescence | inhibition, % at 10.4 µM | actives 0.14% (n = 360,000) | AID 602329;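 active = mean normalized replicate activity at least 40 and at least half of replicates scoring 40 or more; inconclusive = only one of the two criteria met; inactive = mean below 40 and under half of replicates reaching 40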;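 note: 0% = median of neutral control wells and 100% = median of positive control wells; inhibitors cause a drop in the FAM fluorescence signal; in these data hits start at about 50%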
# S100A4 inh HTS = blocks human S100A4 binding to myosin IIA peptide. P26447. S100A4/TAMRA-MyoIIA peptide fluorescence polarization. inhibition, % at 10.7 µM. actives 0.14% (n = 360,000). AID 652163;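 active = mean inhibition of at least 70% across replicates, with every replicate also reaching that level; inconclusive = mean inhibition reaches 70% but some replicates fall short; inactive = mean inhibition below 70%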
# Target sequence (P26447 whole entry, looked up): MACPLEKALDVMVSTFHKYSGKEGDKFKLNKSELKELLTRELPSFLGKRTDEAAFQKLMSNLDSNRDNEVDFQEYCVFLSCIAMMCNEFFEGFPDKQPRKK
#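 Material: S100A4 monomer protein | Medium: HEPES pH 7.2 with CaCl2, KCl, NaCl, DTT, Triton | Reagent: Labelled myosin peptide probe, 5 nM | Doses: One dose per compound | Times: 5 min incubation before reading | Benchmarks: Neutral control DMSO, positive control TFP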
# E-selectin induc = E-selectin induction on HUVECs; P16581; HUVEC E-selectin immunofluorescence imaging; normalized: neutral wells 0, TNF-alpha wells 100; activation, % at 7.58 µM; actives 0.37% (n = 260,000); AID 686992;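 active = mean E-selectin-positive cell signal at least 10% of the positive control, reached in at least 60% of replicates, without over 20% cell loss; inconclusive = no rule given, readout overlaps actives, possibly toxicity-flagged; inactive = the rest, including those meeting only one limit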;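 note: in these data hits start at about 27%; measured in HUVEC primary endothelial cells; signal is the percent of cells scored E-selectin positive by PE staining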
#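 Test system: HUVEC | Signal: Immunofluorescence imaging | Read-out: Percent E-selectin-positive cells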
# esBAF inh = blocks esBAF chromatin remodeling in mouse ES cells; Bmi1-luciferase knock-in reporter, 24 h; 100% = twice the neutral-well signal; reporter increase, % at 12.5 µM; actives 2% (n = 350,000); AID 602393; in the data active = activation above about 40%; inconclusive = no clear call, values can overlap the other calls;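 note: 0% = median of the plate's neutral control wells and 100% = double that signal; a rise in the Bmi1 reporter signal indicates esBAF inhibition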
# ERAP1 HTS inh = blocks human ERAP1 aminopeptidase activity; recombinant ERAP1, Leu-AMC fluorescence, 60 min; inhibition, % at 10.7 µM; actives 0.15% (n = 340,000); AID 652197;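 active = mean replicate inhibition of at least 30%, or all replicates individually reaching that 30% level; inactive = mean below 30% and not every replicate reaching it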;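 note: 0% = neutral control wells and 100% = L-leucinethiol positive control wells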
# XiGFP reactiv = reactivates the inactive X chromosome in mouse fibroblasts; XiGFP mouse fibroblasts, % GFP-positive cells imaging, 3 d; cells co-treated with 5-aza-dC sensitizer; scaled so ellipticine positive control = 100%; activation, % at 7.58 µM; actives 0.055% (n = 360,000);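 active = mean normalized replicate activation at least 10% and every replicate at or above 10%; inconclusive = only one of the two criteria met; inactive = mean below 10% and not all replicates reach 10%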;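 note: 0% = median of on-plate neutral control wells and 100% = ellipticine 6 µM median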
#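 System: 68-5-11 XiGFP fibroblast line | Buffer or medium: DMEM containing 5-aza-dC | Compound: Single point | Times: Compounds 3 days, fix/stain 15 min at room temperature | Benchmarks: Positive control ellipticine, 6 µM final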
# ERp5 block = inhibitors of human ERp5; Q15084; ERp5 insulin aggregation, absorbance 650 nm, 90 min; inhibition, % at 9.99 µM; actives 0.05% (n = 350,000);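 active = mean replicate inhibition above about 25%, with every replicate also reaching it, limit read from the data, passing the limit was not always enough; inconclusive = only one of those two criteria met; inactive = neither criterion met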
# Target sequence (Q15084 whole entry, looked up): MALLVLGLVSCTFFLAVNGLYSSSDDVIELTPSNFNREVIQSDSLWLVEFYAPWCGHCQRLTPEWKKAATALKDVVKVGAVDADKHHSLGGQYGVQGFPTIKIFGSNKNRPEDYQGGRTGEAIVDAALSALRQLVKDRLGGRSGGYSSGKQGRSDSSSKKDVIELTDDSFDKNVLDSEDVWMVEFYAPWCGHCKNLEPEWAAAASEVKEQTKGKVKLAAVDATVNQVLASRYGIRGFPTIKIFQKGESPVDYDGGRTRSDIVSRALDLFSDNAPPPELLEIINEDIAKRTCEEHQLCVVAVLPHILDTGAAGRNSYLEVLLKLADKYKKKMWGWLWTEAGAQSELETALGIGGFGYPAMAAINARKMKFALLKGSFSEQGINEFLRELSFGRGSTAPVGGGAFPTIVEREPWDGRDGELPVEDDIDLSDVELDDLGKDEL
# The depositor's hits bear a star; u = inconclusive; x = no result given.
SMILES,RAD52 anneal inh,RAD54 inh,S100A4 inh HTS,E-selectin induc,esBAF inh,ERAP1 HTS inh,XiGFP reactiv,ERp5 block
C[C@H]1CCCCO[C@@H](CN(C)C(=O)c2ccccc2)[C@@H](C)CN([C@@H](C)CO)C(=O)c2cc(NC(=O)c3ccncc3)ccc2O1,12,6,6,-0.1,-16,1,0.0,u
O=C1NC[C@H](CC2CCCCC2)N(CCC23CC4CC(CC(C4)C2)C3)C1=O,-5,x,8,-0.2,x,-3,-0.1,3
CCCOc1ccc2cc(C(=O)NCc3ccccc3)c(=O)oc2c1,-6,8,-3,0.2,-3,3,0.0,3
COc1ccc(NC(=O)Nc2ccc3c(c2)C(=O)N(C)C[C@@H](OC)[C@H](C)CN[C@H](C)CO3)cc1,x,4,x,-0.1,4,x,0.7,x
CSc1cccc(NC(=S)N(CCCN2CCCC2)Cc2cccn2Cc2ccc(Cl)cc2)c1,-3,-3,-6,6.5,-7,-6,0.0,3
C[C@H](CO)N1C[C@H](C)[C@@H](CN(C)Cc2ccc(Cl)c(Cl)c2)Oc2c(NC(=O)Nc3ccc(F)cc3)cccc2C1=O,0,-10,1,0.6,3,1,-0.1,0
C[C@H](CO)N1C[C@H](C)[C@@H](CN(C)Cc2cccc(F)c2)Oc2cc(-c3ccccc3)ccc2S1(=O)=O,15,0,0,-0.1,-9,-7,-1.1,-5
Cc1nc2cc3c(cc2s1)OCO3,-5,-2,1,x,0,x,0.0,1
Cc1ccc(C)c(N2CCN(C(=O)c3ccc4nc(N5CCOCC5)sc4c3)CC2)c1,-10,-10,3,x,10,0,0.0,-2
C[C@@H]1CN([C@H](C)CO)C(=O)Cc2cc(NC(=O)Cc3cn(C)c4ccccc34)ccc2O[C@H]1CN(C)Cc1ccc(-c2ccccc2)cc1,-2,x,34,0.0,-1,-2,-0.1,2
CCCCc1nnc(SCC(=O)NC2CCCCC2)n1C,-6,8,3,-0.8,-4,0,-0.1,3
COc1cccc(/C=N/NC(=O)CCc2c(C)n[nH]c2C)c1O,-11,x,3,x,x,-7,0.1,u
CN(C)CC#Cc1ccc([C@@H]2[C@H](CO)N3C(=O)CN(C(=O)c4ccc(F)cc4)C[C@@H]23)cc1,4,x,0,-0.2,x,0,0.1,3
CCCC#Cc1cnc2c(c1)C(=O)N([C@@H](C)CO)C[C@@H](C)[C@H](CN(C)C(=O)CN1CCOCC1)O2,-1,-7,-4,-0.5,1,1,0.7,3
COc1ccc([C@H]2C[C@@H](O)[C@H](n3cc(C4CC4)nn3)CN2C(=O)c2cccs2)cc1,-1,2,3,-0.2,-3,5,-0.1,-8
CC[C@]12c3[nH]c4ccc(OC)cc4c3CCN1C(=O)C(CC(=O)NC/C=C(\C)CCC=C(C)C)C[C@@H]2C(=O)N1CCN(C(=O)c2ccco2)CC1 (some centres undefined),4,7,-4,0.1,9,-3,-0.1,-2
C[C@@H]1CN([C@@H](C)CO)S(=O)(=O)c2ccc(C3=CCCC3)cc2O[C@H]1CN(C)C(=O)C1CCCCC1,14,-6,8,-0.6,3,0,-0.3,-1
COc1ccc(-c2ccc([C@@H]3[C@@H](CO)N4C(=O)CN(Cc5ccccc5)C[C@H]34)cc2)cc1,1,x,-4,0.0,x,-2,0.1,12
COc1ccc2c3c([nH]c2c1)[C@@H](CO)N(C(=O)C1CC1)CC31CCN(Cc2nccs2)CC1,20,x,0,0.0,x,3,0.3,1
CC1=C(O)C(=O)C(c2c(C)cc(C)c(Br)c2C)=C(O)C1=O,-1,0,-4,u,x,4,0.3,-4
CN(C)Cc1ccc(-c2nc3cccc4c3n2CCNC4=O)cc1,2,4,-1,0.5,-8,1,-0.1,2
COc1cc(/C=C2/NC(=O)NC2=O)ccc1OCC(=O)Nc1ccc(F)cc1,3,6,2,0.0,-6,0,0.3,-47
C[C@@H]1CN([C@@H](C)CO)C(=O)c2cc(C#Cc3cccc(F)c3)cnc2O[C@@H]1CN(C)Cc1ccccn1,-8,10,-12,-0.3,-10,-1,-0.2,-4
O=c1c2c(-c3ccccc3)csc2ncn1/N=C/c1ccc(O)c([N+](=O)[O-])c1,-10,x,-1,x,x,2,0.1,0
O=C(C[C@@H]1C[C@H]2c3cc(NC(=O)C4CCC4)ccc3O[C@H]2[C@H](CO)O1)NCc1ccc(Cl)cc1,-5,6,1,0.5,14,1,0.1,0
CN1C[C@@H](O)COC[C@@H]2O[C@H](CC(=O)NC3CCCC3)CC[C@H]21,-10,2,9,-0.1,0,1,0.2,2
Fc1ccccc1NC(=S)N1CCOCC1,-2,-6,-3,0.0,1,4,-0.1,2
O=C(CN(Cc1ccccc1)C(=O)CNS(=O)(=O)c1ccccc1)NCc1ccco1,-21,-4,-3,x,-3,1,0.1,1
O=C(CCNS(=O)(=O)c1ccc(OC(F)(F)F)cc1)NC1CC1,11,-2,-5,-1.6,-5,2,-0.1,3
C[C@H]1CCCCO[C@H](CN(C)Cc2ccc(C(F)(F)F)cc2)[C@@H](C)CN([C@@H](C)CO)C(=O)c2cc(NC(=O)NC3CCCCC3)ccc2O1,-2,-2,-5,0.5,0,4,0.1,-2
CCn1cc(C(c2ccccc2)C(C(C)=O)[N+](=O)[O-])c2ccccc21 (centres undefined),-22,-5,-4,x,-5,-5,0.2,3
Cn1cc([N+](=O)[O-])c(C(=O)N2CCN(Cc3ccc4c(c3)OCO4)CC2)n1,-13,1,2,-0.2,x,1,0.0,4
COc1ccc(OC)c(NC(=O)CCCN2C(=S)NC(C)(C)CC2C)c1 (centres undefined),-8,x,-6,x,x,4,0.1,-2
O=C(C[C@H]1C[C@@H]2c3cc(NC(=O)NC4CCCC4)ccc3O[C@@H]2[C@@H](CO)O1)NC1CCCC1,-2,2,-13,-0.2,6,-1,-0.1,6
O=C(c1cccnc1)N1C[C@H]2[C@@H](c3ccccc31)[C@H](CO)N2C(=O)Nc1ccccc1Cl,2,-6,9,-0.2,-3,2,0.0,1
CCOC(=O)c1ccc2c(c1)nc(-c1ccccn1)n2CC,-7,-13,1,x,73*,-5,0.0,-3
OCC1(Cc2ccccc2)CCN(Cc2ccccn2)CC1,-4,x,-3,x,x,1,0.0,4
CCc1ccccc1Nc1nc(N)nc(COC(=O)CCS(=O)(=O)c2ccccc2)n1,-8,x,5,x,2,4,0.0,3
Cc1ccc(NC(=O)c2ccc(NCCN)c([N+](=O)[O-])c2)cc1,18,x,-6,x,x,0,0.0,4
CC1(C)CC(=O)C2=C(C1)c1c(ccc3ccccc13)NC2c1ccco1 (centres undefined),-26,2,0,x,31,-4,x,0
C=Cc1ccc(Cn2c(C)c(C(=O)NCc3cccc(C(F)(F)F)c3)sc2=O)cc1,-23,-3,1,x,2,x,0.0,1
C[C@H]1CCC(=O)N([C@H](CN=[N+]=[N-])Cc2ccccc2)CC1,-9,7,-5,x,4,2,0.2,5
N#C[C@@H]1[C@@H](c2ccccc2-c2ccccc2F)[C@H](CO)N1C(=O)C1CCC1,-18,x,14,-0.1,x,1,0.0,2
N#C/C(=C\c1cc([N+](=O)[O-])ccc1Cl)C(N)=O,-5,x,2,0.1,x,0,-0.1,0
CC(C)C#Cc1cnc2c(c1)C(=O)N([C@H](C)CO)C[C@@H](C)[C@H](CN(C)C(=O)Nc1ccc(F)cc1)O2,-1,7,-2,0.0,14,7,0.2,-3
COc1ccc(CNc2ncc(-c3ccc(Br)cc3)n2C)cc1OC,-2,-2,-2,x,2,-1,0.0,2
O=C(COC(=O)C1CCN(c2ccc(C(F)(F)F)cn2)CC1)NCc1cccc(Cl)c1,-5,8,0,-0.2,7,-5,0.0,-2
COCCN(Cc1cn(C)nc1-c1ccccc1F)C(C)C,-16,x,-1,x,x,-3,0.5,2
CCC(=O)N1CCN(c2ccccc2NC(=O)c2ccc(-c3cccc([N+](=O)[O-])c3)o2)CC1,-23,x,9,0.1,x,-3,0.0,3
CN1CCN(NC(=S)NC(C)(C)CC(C)(C)C)CC1,11,14,1,x,-4,-1,0.2,-4
CCCC(=O)Nc1ccc2c(c1)OC[C@H](C)N(C(=O)C1CCCC1)C[C@@H](C)[C@@H](OC)CN(C)C2=O,3,11,6,-0.1,1,-2,0.3,-4
COc1cc(C(=O)Nc2cc(Cl)ccc2-n2cncn2)ccc1OC(F)F,-7,-1,5,0.1,0,3,0.1,-1
CC(NCCN(C)C)C(=O)C12CC3CC(CC(C3)C1)C2 (centres undefined),3,x,-1,3.0,x,2,0.4,1
CCN(C[C@@H]1[C@@H](c2ccc(C3=CCCC3)cc2)[C@@H](CO)N1C(C)=O)C(C)=O,x,-2,x,0.0,9,x,0.1,x
O=C(Nc1ccccc1F)N1C[C@H]2[C@@H](c3ccccc31)[C@H](CO)N2C(=O)C1CC1,x,-3,x,0.3,17,x,0.0,x
C[C@@H]1CN([C@H](C)CO)C(=O)c2cc(-c3cncnc3)cnc2O[C@H]1CN(C)C(=O)Cc1ccccn1,5,4,-3,-0.2,-5,-4,-0.6,2
O=C(N/N=C/c1ccoc1)c1ccc(Cl)cc1Cl,-3,0,1,3.3,x,-1,0.0,5
Cn1cc(CCC(=O)NCc2ccc3c(c2)OCO3)c2ccccc21,-16,-3,2,x,-7,4,x,-9
CN1CCc2nc3ccccc3c(C(=O)OCC(=O)N(CCC#N)c3ccccc3)c2C1,-151,-4,-3,1.2,2,2,0.0,-1

# 9 compounds from above, arranged by length of the SMILES, high to low.
SMILES,RAD52 anneal inh,RAD54 inh,S100A4 inh HTS,E-selectin induc,esBAF inh,ERAP1 HTS inh,XiGFP reactiv,ERp5 block
Cn1cc([N+](=O)[O-])c(C(=O)N2CCN(Cc3ccc4c(c3)OCO4)CC2)n1,-13,1,2,-0.2,x,1,0.0,4
C=Cc1ccc(Cn2c(C)c(C(=O)NCc3cccc(C(F)(F)F)c3)sc2=O)cc1,-23,-3,1,x,2,x,0.0,1
CSc1cccc(NC(=S)N(CCCN2CCCC2)Cc2cccn2Cc2ccc(Cl)cc2)c1,-3,-3,-6,6.5,-7,-6,0.0,3
O=C(CN(Cc1ccccc1)C(=O)CNS(=O)(=O)c1ccccc1)NCc1ccco1,-21,-4,-3,x,-3,1,0.1,1
CC1(C)CC(=O)C2=C(C1)c1c(ccc3ccccc13)NC2c1ccco1 (centres undefined),-26,2,0,x,31,-4,x,0
COc1cc(C(=O)Nc2cc(Cl)ccc2-n2cncn2)ccc1OC(F)F,-7,-1,5,0.1,0,3,0.1,-1
Cn1cc(CCC(=O)NCc2ccc3c(c2)OCO3)c2ccccc21,-16,-3,2,x,-7,4,x,-9
OCC1(Cc2ccccc2)CCN(Cc2ccccn2)CC1,-4,x,-3,x,x,1,0.0,4
Cc1nc2cc3c(cc2s1)OCO3,-5,-2,1,x,0,x,0.0,1

# Outcome played no part in choosing rows; overall some 2.5% were active at least once.
